Mcl1-Bid inh: Mcl-1/Bid interaction inhibition; inhibition, % at 21.7 µM; 0.97% of 220,000 active; Q07820; TR-FRET Mcl-1/Bid-Dy647 peptide binding, 1536-well;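 active means compounds that cut the binding signal by more than half at the single screening dose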;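 further: His-tagged Mcl-1 with europium anti-His antibody binding Bid BH3 peptide; 0% = Mcl-1 plus peptide wells and 100% = peptide-only wells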
Target sequence (Q07820 whole entry, looked up): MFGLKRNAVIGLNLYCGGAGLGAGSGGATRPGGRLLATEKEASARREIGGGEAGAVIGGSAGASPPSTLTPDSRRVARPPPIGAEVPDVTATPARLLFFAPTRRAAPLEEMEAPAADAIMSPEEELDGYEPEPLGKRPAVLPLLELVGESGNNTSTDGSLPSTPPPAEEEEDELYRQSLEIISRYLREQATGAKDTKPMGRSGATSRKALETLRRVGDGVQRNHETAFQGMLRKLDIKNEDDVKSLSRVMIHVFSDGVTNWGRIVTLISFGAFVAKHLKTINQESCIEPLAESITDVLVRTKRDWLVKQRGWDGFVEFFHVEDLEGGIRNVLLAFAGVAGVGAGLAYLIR
Cdc42 wt GTP: human Cdc42 wildtype GTP binding change, either direction | percent activity (GTP binding), % at 10 µM | AID 761 | 0.2% of 190,000 active | GST-Cdc42 beads, Bodipy-GTP binding, flow cytometry; actives lie on both sides | P60953;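 active means percent activity GTP binding at least 20 points away from the 100% baseline, either down as inhibitor or up as activator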;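 further: median bead fluorescence of bound Bodipy-FL-GTP at 100 nM; 0% = excess unlabeled GTP control and 100% = no compound control; below 100% means less GTP binding so inhibitor and above means activator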
Target sequence (P60953 whole entry, looked up): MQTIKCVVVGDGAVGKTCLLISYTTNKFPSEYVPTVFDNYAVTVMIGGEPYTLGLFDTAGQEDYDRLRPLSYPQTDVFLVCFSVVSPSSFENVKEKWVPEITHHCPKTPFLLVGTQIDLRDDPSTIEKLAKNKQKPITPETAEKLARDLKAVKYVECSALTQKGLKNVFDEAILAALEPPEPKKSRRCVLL
Rac1 wt GTP bind: alters GTP binding to wildtype human Rac1 | AID 757 | P63000 | 0.27% of 190,000 active | GTP binding activity (% of control), % at 10 µM | GST-Rac1 beads, fluorescent GTP binding, flow cytometry; actives lie on both sides; 0 = cold GTP competed, 100 = untreated;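 active means GTP binding activity at least 20 points away from the 100% control level, either lower or higher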
Rab2 wt GTP: changes GTP binding to wildtype dog Rab2A, up or down; P61105; GST-Rab2 wt beads, Bodipy-GTP binding, flow cytometry; GTP binding activity, % at 10 µM; 0.19% of 190,000 active; AID 760;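 active means GTP binding activity at least 20 points away from 100%, either lowered or raised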;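 further: 0% = beads with excess unlabeled GTP and 100% = no-compound control corrected for plate trend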
HRas wt GTP bind: human HRas wildtype GTP binding, change in either direction | 0.14% of 190,000 active | GTP binding activity, % at 10 µM | GST-Ras wt beads, Bodipy-FL-GTP binding, flow cytometry; actives lie on both sides;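 active means GTP binding activity at least 20% away from the 100% baseline, either lowered as inhibitor or raised as activator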;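 further: 0% = unlabeled GTP competition control and 100% = no-compound control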
Target sequence (P01112 whole entry, looked up): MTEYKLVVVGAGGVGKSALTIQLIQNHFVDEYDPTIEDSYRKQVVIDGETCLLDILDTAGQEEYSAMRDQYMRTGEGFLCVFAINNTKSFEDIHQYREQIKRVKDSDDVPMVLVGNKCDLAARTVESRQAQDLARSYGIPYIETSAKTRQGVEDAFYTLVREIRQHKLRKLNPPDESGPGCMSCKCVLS
Bim-Mcl-1: disrupts Bim peptide binding to human Mcl-1. 0.1% of 190,000 active. AID 1009. inhibition, % at 10 µM. Bead-based flow cytometry, Bim peptide-Mcl-1 binding; in the data active means inhibition above about 40%;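 further: 0% = no compound tracer wells and 100% = peptide blocker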
Avidin bead fluor: avidin bead compound fluorescence profile; Avidin beads, compound fluorescence 488/530 nm, flow cytometry; active compounds read high; fluorescence (KMESF) at 10 µM; AID 1775; 0.38% of 220,000 active; in the data active means fluorescence above about 47; further: inactives centre near 10
Mcl1-Noxa inh: disrupts binding of human Mcl-1 to Noxa peptide; 1.5% of 220,000 active; TR-FRET Mcl-1/Noxa peptide binding, 2 h; Q07820; inhibition, % at 21.7 µM;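 active means compounds that cut the protein-peptide binding signal by more than 50% relative to plate controls in a single-dose test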;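 further: His-tagged Mcl-1 with rhodamine Noxa BH3 peptide and terbium anti-His antibody; 0% = Mcl-1 plus Noxa peptide wells and 100% = peptide-only wells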
Rab7 wt GTP bind: modulators of GTP binding to dog Rab7 wildtype GTPase; 0.055% of 190,000 active; GTP binding activity (percent of control), % at 10 µM; AID 758; GST-Rab7 beads, fluorescent GTP binding, flow cytometry; actives lie on both sides; untreated = 100%, excess cold GTP = 0%;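 active means fluorescent GTP binding to Rab7 beads changed by at least 20 points from the 100% baseline, either direction, mostly lower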;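 further: median green fluorescence of bound Bodipy-FL-GTP per Rab7 bead population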
Pf gamet viab: P. falciparum stage V gametocyte viability inhibition; 0.065% of 150,000 active; P. falciparum stage V gametocytes, ATP luminescence, 24 h; inhibition, % at 10.9 µM;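 active means inhibition above the mean plus 3 SD of compounds within the control limits, set per campaign, cut at about 38% in these data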;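 further: 0% = DMSO wells and 100% = medium only without gametocytes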
Rac1 mut GTP: alters GTP binding to activated mutant human Rac1; percent activity (GTP binding), % at 10 µM; 0.11% of 190,000 active; GST-Rac1 activated beads, fluorescent GTP binding, flow cytometry; actives lie on both sides; 100% means binding = to untreated wells; P63000;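 active means GTP binding at least 20 percentage points away from the 100% baseline, in either direction, so actives lie on both sides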
The depositor's hits bear a star.

What do the screens show for `CCCCOn1c(C)c(C(=O)OCC)c2c3no[n+]([O-])c3ccc21`?
Mcl1-Bid inh: -25.0; Cdc42 wt GTP: 91.0; Rac1 wt GTP bind: 90.0; Rab2 wt GTP: 91.0; HRas wt GTP bind: 90.0; Bim-Mcl-1: 0.0; Avidin bead fluor: 5; Mcl1-Noxa inh: -9.0; Rab7 wt GTP bind: 88.0; Rac1 mut GTP: 91.0

What do the screens show for `O=C(NC(=S)Nc1ccc(S(=O)(=O)N2CCOCC2)cc1)c1ccccc1[N+](=O)[O-]`?
Mcl1-Bid inh: -15.5; Cdc42 wt GTP: 96.0; Rac1 wt GTP bind: 94.0; Rab2 wt GTP: 95.0; HRas wt GTP bind: 95.0; Bim-Mcl-1: 0.0; Avidin bead fluor: 10; Mcl1-Noxa inh: 5.3; Rab7 wt GTP bind: 98.0; Pf gamet viab: 6.7; Rac1 mut GTP: 94.0

How did CS(=O)(=O)N(CC(=O)NCc1ccco1)c1ccc(Cl)c(C(F)(F)F)c1 do in these assays?
Mcl1-Bid inh: -67.9; Cdc42 wt GTP: 101.0; Rac1 wt GTP bind: 103.0; Rab2 wt GTP: 100.0; HRas wt GTP bind: 102.0; Bim-Mcl-1: -1.0; Avidin bead fluor: 19; Mcl1-Noxa inh: -5.2; Rab7 wt GTP bind: 101.0; Rac1 mut GTP: 97.0

What do the screens show for `COc1ccc(-c2nn(-c3ccccc3)cc2C(=O)Nc2nccs2)cc1OC`?
Mcl1-Bid inh: 7.2; Cdc42 wt GTP: 99.0; Rac1 wt GTP bind: 105.0; Rab2 wt GTP: 102.0; HRas wt GTP bind: 102.0; Bim-Mcl-1: -1.0; Avidin bead fluor: 3; Mcl1-Noxa inh: -5.8; Rab7 wt GTP bind: 100.0; Rac1 mut GTP: 96.0

Results for COc1cccc(/C=C/C(=O)NCCc2ccc(OC)c(OC)c2)c1 ?
Mcl1-Bid inh: 8.6; Cdc42 wt GTP: 101.0; Rac1 wt GTP bind: 100.0; Rab2 wt GTP: 103.0; HRas wt GTP bind: 100.0; Bim-Mcl-1: -4.0; Avidin bead fluor: 11; Mcl1-Noxa inh: 8.1; Rab7 wt GTP bind: 95.0; Pf gamet viab: -20.6; Rac1 mut GTP: 101.0

What do the screens show for `C#CC1(NC(=O)NCCCC)CCCCC1`?
Mcl1-Bid inh: -41.3; Cdc42 wt GTP: 97.0; Rac1 wt GTP bind: 99.0; Rab2 wt GTP: 99.0; HRas wt GTP bind: 98.0; Bim-Mcl-1: 0.0; Avidin bead fluor: 6; Mcl1-Noxa inh: 12.2; Rab7 wt GTP bind: 103.0; Pf gamet viab: 17.4; Rac1 mut GTP: 95.0

Results for CCn1c(SCC(=O)N2CCCC2)nc2c(c1=O)SC(C)C2 (centres undefined) ?
Mcl1-Bid inh: -29.9; Cdc42 wt GTP: 102.0; Rac1 wt GTP bind: 101.0; Rab2 wt GTP: 100.0; HRas wt GTP bind: 100.0; Bim-Mcl-1: 0.0; Avidin bead fluor: 7; Mcl1-Noxa inh: -5.8; Rab7 wt GTP bind: 102.0; Rac1 mut GTP: 100.0

What do the screens show for `O=C(Nc1nc2c(ccc3ccccc32)s1)c1ccco1`?
Mcl1-Bid inh: 6.1; Cdc42 wt GTP: 98.0; Rac1 wt GTP bind: 100.0; Rab2 wt GTP: 96.0; HRas wt GTP bind: 98.0; Bim-Mcl-1: -2.0; Avidin bead fluor: 11; Mcl1-Noxa inh: 4.6; Rab7 wt GTP bind: 99.0; Pf gamet viab: 1.4; Rac1 mut GTP: 99.0

What do the screens show for `O=C(Nc1ccn(Cc2ccccc2F)n1)c1ccc(COc2cc(Cl)ccc2Cl)o1`?
Mcl1-Bid inh: -7.9; Cdc42 wt GTP: 99.0; Rac1 wt GTP bind: 99.0; Rab2 wt GTP: 97.0; HRas wt GTP bind: 97.0; Bim-Mcl-1: 1.0; Avidin bead fluor: 10; Mcl1-Noxa inh: -4.6; Rab7 wt GTP bind: 98.0; Pf gamet viab: -12.7; Rac1 mut GTP: 97.0

Results for Cc1ccc(-c2cc(C(F)(F)F)c(C#N)c(SCC(=O)O)n2)cc1 ?
Mcl1-Bid inh: 4.2; Cdc42 wt GTP: 87.0; Rac1 wt GTP bind: 92.0; Rab2 wt GTP: 86.0; HRas wt GTP bind: 92.0; Bim-Mcl-1: -3.0; Avidin bead fluor: 13; Mcl1-Noxa inh: -0.6; Rab7 wt GTP bind: 92.0; Rac1 mut GTP: 84.0

Results for CC1(C)C2CCC(C2)C1(C)NC(=O)CNC1CCCCC1 (centres undefined) ?
Mcl1-Bid inh: 7.5; Cdc42 wt GTP: 100.0; Rac1 wt GTP bind: 99.0; Rab2 wt GTP: 102.0; HRas wt GTP bind: 100.0; Bim-Mcl-1: 0.0; Avidin bead fluor: 28; Mcl1-Noxa inh: 11.4; Rab7 wt GTP bind: 105.0; Pf gamet viab: 2.9; Rac1 mut GTP: 99.0

How did CCOC(=O)CCC(NC(=O)c1ccccc1C(=O)NC(CCC(=O)OCC)C(=O)OCC)C(=O)OCC (centres undefined) do in these assays?
Mcl1-Bid inh: -21.6; Cdc42 wt GTP: 95.0; Rac1 wt GTP bind: 95.0; Rab2 wt GTP: 98.0; HRas wt GTP bind: 98.0; Bim-Mcl-1: 0.0; Avidin bead fluor: 21; Mcl1-Noxa inh: -5.5; Rab7 wt GTP bind: 102.0; Pf gamet viab: 16.8; Rac1 mut GTP: 96.0

How did Cc1nn(-c2ccccc2)c(C)c1C(=O)NCc1cccs1 do in these assays?
Mcl1-Bid inh: -16.5; Cdc42 wt GTP: 99.0; Rac1 wt GTP bind: 103.0; Rab2 wt GTP: 95.0; HRas wt GTP bind: 98.0; Bim-Mcl-1: 0.0; Avidin bead fluor: 9; Mcl1-Noxa inh: -4.8; Rab7 wt GTP bind: 100.0; Pf gamet viab: 3.3; Rac1 mut GTP: 98.0

Results for Cc1ccc(S(=O)(=O)N2CCCC2C(=O)NC2=NCCS2)cc1 (centres undefined) ?
Mcl1-Bid inh: -29.1; Cdc42 wt GTP: 102.0; Rac1 wt GTP bind: 102.0; Rab2 wt GTP: 101.0; HRas wt GTP bind: 101.0; Bim-Mcl-1: 0.0; Avidin bead fluor: 17; Mcl1-Noxa inh: 6.1; Rab7 wt GTP bind: 99.0; Rac1 mut GTP: 100.0

Results for CN(Cc1nc(C(c2ccccc2)c2ccccc2)no1)CC1COCCO1 (centres undefined) ?
Mcl1-Bid inh: 0.5; Cdc42 wt GTP: 102.0; Rac1 wt GTP bind: 101.0; Rab2 wt GTP: 101.0; HRas wt GTP bind: 100.0; Bim-Mcl-1: 2.0; Avidin bead fluor: 6; Mcl1-Noxa inh: -11.0; Rab7 wt GTP bind: 98.0; Pf gamet viab: -15.4; Rac1 mut GTP: 97.0

Results for COc1ccc(OC)c(S(=O)(=O)N2CCCCCC2)c1 ?
Mcl1-Bid inh: -0.7; Cdc42 wt GTP: 105.0; Rac1 wt GTP bind: 108.0; Rab2 wt GTP: 106.0; HRas wt GTP bind: 104.0; Bim-Mcl-1: 2.0; Avidin bead fluor: 35; Mcl1-Noxa inh: 11.2; Rab7 wt GTP bind: 101.0; Pf gamet viab: 10.8; Rac1 mut GTP: 101.0

What do the screens show for `Cc1nnc(Sc2cc(NCCO)c([N+](=O)[O-])c3nonc23)s1`?
Mcl1-Bid inh: -88.7; Cdc42 wt GTP: 90.0; Rac1 wt GTP bind: 88.0; Rab2 wt GTP: 91.0; HRas wt GTP bind: 90.0; Bim-Mcl-1: 5.0; Avidin bead fluor: 18; Mcl1-Noxa inh: 76.7*; Rab7 wt GTP bind: 95.0; Rac1 mut GTP: 90.0

How did COc1ccc2ncc(S(=O)(=O)c3ccccc3)c(N3CCN(c4ccccc4)CC3)c2c1 do in these assays?
Mcl1-Bid inh: -117.4; Cdc42 wt GTP: 96.0; Rac1 wt GTP bind: 100.0; Rab2 wt GTP: 99.0; HRas wt GTP bind: 98.0; Bim-Mcl-1: -4.0; Avidin bead fluor: 12; Mcl1-Noxa inh: -215.1; Rab7 wt GTP bind: 99.0; Pf gamet viab: 32.4; Rac1 mut GTP: 97.0

How did COc1cc(C2C(C(=O)Nc3ccc(F)cc3)=C(C)Nc3nc(CCCO)nn32)cc(OC)c1OC (centres undefined) do in these assays?
Mcl1-Bid inh: 7.8; Cdc42 wt GTP: 103.0; Rac1 wt GTP bind: 104.0; Rab2 wt GTP: 101.0; HRas wt GTP bind: 99.0; Bim-Mcl-1: -2.0; Avidin bead fluor: 10; Mcl1-Noxa inh: 15.5; Rab7 wt GTP bind: 98.0; Rac1 mut GTP: 99.0

Results for Cc1ccc(OCCOCCOc2cccc3cccnc23)c(Br)c1 ?
Mcl1-Bid inh: -26.2; Cdc42 wt GTP: 99.0; Rac1 wt GTP bind: 104.0; Rab2 wt GTP: 101.0; HRas wt GTP bind: 101.0; Bim-Mcl-1: -6.0; Avidin bead fluor: 6; Mcl1-Noxa inh: 4.5; Rab7 wt GTP bind: 101.0; Pf gamet viab: -8.3; Rac1 mut GTP: 100.0

Results for COc1ccc(-c2nnc3ccc(SCC(=O)NCC4CCCO4)nn23)cc1 (centres undefined) ?
Mcl1-Bid inh: -2.0; Cdc42 wt GTP: 100.0; Rac1 wt GTP bind: 98.0; Rab2 wt GTP: 99.0; HRas wt GTP bind: 99.0; Bim-Mcl-1: 0.0; Avidin bead fluor: 22; Mcl1-Noxa inh: 16.4; Rab7 wt GTP bind: 96.0; Rac1 mut GTP: 98.0

Results for COC(=O)C1C(=O)C=C(Nc2ccc(F)cc2F)CC1c1ccccc1 (centres undefined) ?
Mcl1-Bid inh: -33.0; Cdc42 wt GTP: 102.0; Rac1 wt GTP bind: 105.0; Rab2 wt GTP: 99.0; HRas wt GTP bind: 101.0; Bim-Mcl-1: 0.0; Avidin bead fluor: 12; Mcl1-Noxa inh: 13.0; Rab7 wt GTP bind: 99.0; Pf gamet viab: -5.1; Rac1 mut GTP: 100.0

How did [O-][n+]1onc2c1CCc1nnc(-c3ccccc3)cc1-2 do in these assays?
Mcl1-Bid inh: -27.4; Cdc42 wt GTP: 94.0; Rac1 wt GTP bind: 94.0; Rab2 wt GTP: 98.0; HRas wt GTP bind: 96.0; Bim-Mcl-1: 11.0; Avidin bead fluor: 8; Mcl1-Noxa inh: -6.2; Rab7 wt GTP bind: 92.0; Pf gamet viab: 16.6; Rac1 mut GTP: 92.0

What do the screens show for `COc1cccc(CN2CCN(Cc3ccc(O)c(OC)c3)CC2CCO)c1` (centres undefined)?
Mcl1-Bid inh: -18.5; Cdc42 wt GTP: 98.0; Rac1 wt GTP bind: 99.0; Rab2 wt GTP: 97.0; HRas wt GTP bind: 98.0; Bim-Mcl-1: -2.0; Avidin bead fluor: 13; Mcl1-Noxa inh: 16.3; Rab7 wt GTP bind: 103.0; Pf gamet viab: 6.5; Rac1 mut GTP: 97.0
